Screens (PubChem BioAssay)
TR SRC2 fluor cs: counter-screen for TRb-SRC2 inhibitors: fluorescence interference. TRb/SRC2 Texas Red total fluorescence interference. Potency, µM (doses to about 106 µM), for inactives: at the top dose fluorescence change, negative = quenching. 280,000 compounds, 0.29% hits. AID 1479; active means well fitted curve in either direction with a large enough effect; inconclusive means small, poorly fitted or top-dose-only effect; further: on the % scale 0 is the no-effect control and ±100 the full control effect
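Human TRβ ligand-binding domain (0.6 uM) and Texas Red SRC2 peptide (20 nM) in Tris buffer with 1 uM T3 and 5% DMSO were incubated with pinned compound for 5 hr at ambient temperature. Total fluorescence was computed as S + 2P (555/632 nm).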
RECQ1 helicase: RECQ1 (human) helicase inhibition; RECQ1 DNA unwinding, red fluorescence kinetic read; Potency, µM (titrated, usually from 57.3 µM), inactives show top-dose activity, negative = inhibition, hits mostly inhibitors; 240,000 compounds, 0.54% hits; AID 2549;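 further: plate controls were vehicle for no effect and no enzyme for full effect; nearly all actives have a fitted effect of over 30% in size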
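50 nM RECQ1T1 preincubated 15 min with compound in Tris pH 8.0 buffer with MgCl2, DTT, Tween-20 and 2.5 ug/ml poly(dI-dC); started with 200 nM TAMRA/BHQ-2 forked duplex and 2 mM ATP. Unwinding read as fluorescence (525/598 nm), two reads 2 h apart.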
L3MBTL1 block: L3MBTL1 (human) inhibition | Potency, µM (highest dose often 57.1 µM), without a hit: top-dose activity, negative = inhibition, hits mostly inhibitors | AID 485360 | Q9Y468 | 230,000 compounds, 0.66% hits | AlphaScreen L3MBTL1–H3K9me1 peptide binding; further: on the % scale 0 is the no-effect control and ±100 the full control effect; nearly all actives have a fitted effect of over 60% in size
Target sequence (Q9Y468 whole entry, looked up): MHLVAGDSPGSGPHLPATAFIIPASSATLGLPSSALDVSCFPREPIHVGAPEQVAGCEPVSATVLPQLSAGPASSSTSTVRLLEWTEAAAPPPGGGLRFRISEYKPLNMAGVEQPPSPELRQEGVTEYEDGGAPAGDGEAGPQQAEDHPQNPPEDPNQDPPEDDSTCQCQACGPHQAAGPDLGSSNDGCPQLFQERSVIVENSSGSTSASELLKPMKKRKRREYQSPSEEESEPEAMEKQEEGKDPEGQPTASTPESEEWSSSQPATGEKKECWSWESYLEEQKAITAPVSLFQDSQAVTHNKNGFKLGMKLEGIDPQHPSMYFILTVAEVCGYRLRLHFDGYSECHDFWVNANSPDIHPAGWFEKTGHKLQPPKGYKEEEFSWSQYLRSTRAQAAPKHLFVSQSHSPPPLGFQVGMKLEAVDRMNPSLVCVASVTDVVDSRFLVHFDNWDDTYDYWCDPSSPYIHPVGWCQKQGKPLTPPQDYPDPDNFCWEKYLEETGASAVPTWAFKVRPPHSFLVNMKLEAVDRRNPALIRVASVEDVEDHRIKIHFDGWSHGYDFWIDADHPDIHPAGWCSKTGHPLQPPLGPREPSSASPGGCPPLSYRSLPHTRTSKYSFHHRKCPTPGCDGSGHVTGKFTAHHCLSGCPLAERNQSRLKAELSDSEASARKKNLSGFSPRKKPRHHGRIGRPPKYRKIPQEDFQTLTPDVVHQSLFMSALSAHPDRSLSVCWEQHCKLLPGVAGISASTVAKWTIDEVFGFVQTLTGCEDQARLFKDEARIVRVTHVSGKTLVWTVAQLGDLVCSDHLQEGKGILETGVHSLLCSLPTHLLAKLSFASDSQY
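Displacement of a biotinylated histone H3(1-15) peptide monomethylated at Lys9 (75 nM) from L3MBTL1 (50 nM) was measured by AlphaScreen after a 30 min room-temperature compound incubation; cefsulodin titration served as intraplate control.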
HTT ATP protect: cytoprotection in Huntington HTT-Q103 PC12 cell model. Potency, µM (highest dose often 56.4 µM), inactives show cytoprotection (ATP increase), usual class: activators. PC12 HTT-Q103 induced, cytoprotection, ATP luminescence, 40 h. 230,000 compounds, 0.14% hits;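 further: % of control where 0% means no effect; nearly all actives have a fitted effect of over 45% in size; toxic huntingtin expression switched on by the ecdysone agonist tebufenozide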
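Cells were plated at 1500 per well in phenol red-free DMEM with 5% equine and 5% calf serum. Tebufenozide (100 nM final) and compounds were added, then ATPlite reagent, and luminescence was read.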
Tau fluor counter: counter-screen for tau fibril formation inhibitors. AID 1463. 280,000 compounds, 0.93% hits. tau K18 P301L Alexa594 fluorescence, heparin fibrillization. Potency, µM (titrated, usually from 57.7 µM), inactives show at the highest dose activity change, negative = decrease; further: on the % scale 0 is the no-effect control and ±100 the full control effect; nearly all actives have a fitted effect of over 55% in size
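Human tau K18 P301L (15 uM unlabeled, 0.24 uM Alexa 594-labeled) in 100 mM sodium acetate pH 7 with 20 uM heparin, 6 hr at 37 C. ThT 30 uM added, 1 hr ambient; Alexa 594 FP and total fluorescence read at 555/632 nm.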
Tau fibril FP: tau fibrillization inhibition (FP). AID 1468. K18 P301L tau heparin fibrillization, Alexa594 FP, 6 h. Potency, µM (doses to about 57.7 µM), for the others: at the top dose activity, negative = inhibition, most hits filed as inhibitors. P10636. 280,000 compounds, 0.39% hits; further: on the % scale 0 is the no-effect control and ±100 the full control effect; nearly all actives have a fitted effect of over 55% in size
Target sequence (P10636 561-689 P618L limits assumed): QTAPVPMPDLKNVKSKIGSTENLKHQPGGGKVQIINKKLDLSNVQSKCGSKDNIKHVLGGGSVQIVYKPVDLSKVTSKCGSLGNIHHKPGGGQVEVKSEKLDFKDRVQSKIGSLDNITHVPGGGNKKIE
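Human K18 P301L fragment (15 uM unlabeled plus 0.24 uM Alexa 594-labeled) in 100 mM sodium acetate pH 7 with compound, aggregation induced by 20 uM heparin for 6 hr at 37 C. ThT (30 uM) added for 1 hr, then Alexa 594 FP read.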
Tau ThT inhib: inhibitors of human tau fibril formation, thioflavin T binding; P10636; recombinant tau K18 P301L, heparin-induced fibrillization, ThT fluorescence; Potency, µM (doses to about 57.4 µM), inactives show at the highest dose activity, negative = inhibition, actives largely listed as inhibitors; 270,000 compounds, 2.1% hits; further: on the % scale 0 is the no-effect control and ±100 the full control effect; nearly all actives have a fitted effect of over 55% in size
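ThT emission at 510 nm, taken 1 hr after adding 30 uM dye, quantifies aggregates formed when 20 uM heparin acts on human tau K18 P301L for 6 hr at 37 C.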
TRb SRC2 PPI: inhibitors of human thyroid hormone receptor beta-SRC2 interaction; TRbeta-SRC2 peptide binding, fluorescence polarization; receptor liganded with 1 µM T3; Potency, µM (titrated, usually from 106 µM), inactives show at the highest dose activity change, negative = inhibition, usual class: inhibitors; 280,000 compounds, 0.065% hits;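 further: plate controls were bound peptide for no effect and peptide without receptor for full effect; nearly all actives have a fitted effect of over 50% in size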
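Fluorescence polarization of 20 nM Texas Red SRC2 peptide (20-aa NR interaction domain) bound to 0.6 uM human TRb ligand-binding domain, with 1 uM T3, after 5 hr at ambient temperature; inhibition seen as decreased polarization.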
The depositor's hits bear a star; i = inactive; ? = inconclusive; . = no result given; & = joins results of further samples; [ ] = remark or other dose. Unless noted, the call rests on the fitted dose curve; in most records, active means well fitted curve in the direction sought with a large enough effect; inconclusive means small, poorly fitted or top-dose-only effect, or another doubt; inactive means no such curve, though single readings can be large; an effect the other way counts as inactive or inconclusive. Potency means the concentration at half of the fitted maximal effect. An excerpt, so the mix of outcomes need not match the whole.

[1] Cc1oc(-c2cccc(Cl)c2)nc1Cn1c(SCc2ccccc2F)nc2ccncc21
[2] Cc1coc2c1C(=O)C(=O)c1c-2ccc2c1CCCC2(C)C
[3] Cc1cc(C)nc(/N=C(\N)Nc2ccc(S(N)(=O)=O)cc2)n1
[4] COc1ccc(NC(=O)Cn2ccn(-c3ccc(C)c(C)c3)c(=O)c2=O)cc1Cl
[5] CN(C)CCCN1c2ccccc2Sc2ccccc21
[6] Nc1cc(-c2ccncc2)c[nH]c1=O
[7] O=c1cc(-c2ccc(O)cc2)oc2cc(O)ccc12
[8] CCCCCC(=O)O[C@@]1(C(C)=O)CCC2C3CCC4=CC(=O)CC[C@@]4(C)C3CC[C@]21C (stereo partly drawn)

screen / no.	1	2	3	4	5	6	7	8
TR SRC2 fluor cs	-1%	-4%&-3%&4%&-1%	-1%	-12%	1%	-1%[201 µM]	-2%	-1%
RECQ1 helicase	.	?	23%	.	12%	?	-7%	12%
L3MBTL1 block	.	?	5%	.	-9%	?	.	.
HTT ATP protect	.	-43%[inhibitor]	5%[10 µM]	.	-66%[inhibitor]	-27%	-177%[inhibitor]	-3%
Tau fluor counter	-22%	?	0%	-6%	-23%&-20%&-26%	?	-14%	-14%
Tau fibril FP	-7%	?	4%	-10%	11%&-4%&9%	2µM*	0%	1%
Tau ThT inhib	-16%	14µM*	-2%	-4%	?	1.4µM*	-14%	-18%
TRb SRC2 PPI	-5%	-7%&-3%&-3%&-16%	6%	4%	-2%	?	-5%	2%

In the list so far, two have a halogen:
[1] Cc1oc(-c2cccc(Cl)c2)nc1Cn1c(SCc2ccccc2F)nc2ccncc21
[4] COc1ccc(NC(=O)Cn2ccn(-c3ccc(C)c(C)c3)c(=O)c2=O)cc1Cl

screen / no.	1	4
TR SRC2 fluor cs	-1%	-12%
RECQ1 helicase	.	.
L3MBTL1 block	.	.
HTT ATP protect	.	.
Tau fluor counter	-22%	-6%
Tau fibril FP	-7%	-10%
Tau ThT inhib	-16%	-4%
TRb SRC2 PPI	-5%	4%

Later entries:
[9] COc1ccc(C(=O)Nc2nc3ccccc3n2CCOc2ccc(Cl)cc2)cc1
[10] CC[C@@H](C)C(N)C(=O)O (stereo partly drawn)
[11] Cc1nn(CC(=O)NCCc2ccccc2)c(=O)c2c1sc1ccccc12
[12] CCCC(NC(C)C(=O)N1C(C(=O)O)CC2CCCCC21)C(=O)OCC (stereo not drawn)
[13] CCOc1ccc(S(=O)(=O)N2CCCCCC2)c2ccccc12
[14] COc1nc(C)nc(Cl)c1NC1=NCCN1
[15] CNC(=O)c1ccc(CSc2nc3ccncc3n2Cc2ccc(C)cc2)cc1
[16] CCN(CC)C[C@@H]1CCCCN1CC(=O)N1c2ccccc2C(=O)Nc2cccnc21

screen / no.	9	10	11	12	13	14	15	16
TR SRC2 fluor cs	0%	0%	-1%	0%	-1%	-3%	-1%	0%
RECQ1 helicase	.	-8%	.	i	-2%	-11%	.	-1%
L3MBTL1 block	.	.	.	.	9%	2%	.	.
HTT ATP protect	.	-8%	.	-28%	-40%[inhibitor]	19%	.	8%
Tau fluor counter	?	.	8%	-6%	-15%	-1%&-11%	-13%	-8%
Tau fibril FP	-14%	.	-9%	7%	-7%	-6%&-6%	12%	-3%
Tau ThT inhib	-15%	.	6%	-8%	-18%	-6%&-7%	?	-6%
TRb SRC2 PPI	4%	-2%	-4%	-8%	3%	-2%	5%	-3%

Part of the list above with just L3MBTL1 block and TR SRC2 fluor cs.
| cpd | mol | L3MBTL1 block | TR SRC2 fluor cs |
| --- | --- | --- | --- |
| 12 | CCCC(NC(C)C(=O)N1C(C(=O)O)CC2CCCCC21)C(=O)OCC (stereo not drawn) | . | 0% |
| 13 | CCOc1ccc(S(=O)(=O)N2CCCCCC2)c2ccccc12 | 9% | -1% |
| 14 | COc1nc(C)nc(Cl)c1NC1=NCCN1 | 2% | -3% |
| 15 | CNC(=O)c1ccc(CSc2nc3ccncc3n2Cc2ccc(C)cc2)cc1 | . | -1% |
| 16 | CCN(CC)C[C@@H]1CCCCN1CC(=O)N1c2ccccc2C(=O)Nc2cccnc21 | . | 0% |

Later entries:
[17] C[C@H](CCC(=O)O)[C@H]1CC[C@H]2[C@@H]3[C@@H](O)C[C@@H]4C[C@H](O)CC[C@]4(C)[C@H]3CC[C@]12C
[18] CC(=O)NCCCCCC(=O)O
[19] CN(C)CCCSc1ccccc1NC(=O)/C=C\c1ccccc1
[20] CC1(C)OC2CC(=O)OCC23C1CC(=O)C1(C)C3CC[C@@]2(C)[C@H](c3ccoc3)OC(=O)C3OC312 (stereo partly drawn)
[21] CCCCCCCCO
[22] CCCCC1CCC(CCCC(C)CCC(=O)O)CC1 (stereo not drawn)
[23] CC(C)Cn1cnc2c1c(=O)n(C)c(=O)n2C
[24] C=CCSCC=C

screen / no.	17	18	19	20	21	22	23	24
TR SRC2 fluor cs	0%	-1%	-2%	0%	-1%[5.17e+03 µM]	-13%	-2%	0%
RECQ1 helicase	-3%	i	-12%	-10%	-11%	.	-5%	-6%
L3MBTL1 block	22%	.	.	.	2%	.	-6%	.
HTT ATP protect	4%	17%	?	?	-4%	.	-39%[inhibitor]	6%
Tau fluor counter	4%	-12%	-7%	-2%	.	-6%	6%	-8%
Tau fibril FP	7%	-8%	3%	2%	.	9%	3%	-2%
Tau ThT inhib	-8%	-3%	-3%	-5%	.	?	2%	-2%
TRb SRC2 PPI	-4%	-3%	-5%	3%	3%[5.17e+03 µM]	2%	8%	-4%

[25] C=CCN1C(=O)C(CC(C)C)NC1=S (stereo not drawn)
[26] NS(=O)(=O)c1cc2c(cc1C(F)(F)F)N[C@H](Cc1ccccc1)NS2(=O)=O
[27] O=C(O)COC(=O)Cc1ccccc1Nc1c(Cl)cccc1Cl
[28] O=C(O)CCC/C=C\C[C@H]1C(=O)C[C@@H](O)[C@@H]1/C=C/[C@@H](O)CCc1ccccc1
[29] CC1=NN(c2ccccc2)C(=O)C1
[30] C[C@H]1[C@H](C)CC[C@]2(C(=O)O)CC[C@]3(C)C(=CCC4[C@@]5(C)C[C@@H](O)[C@H](O)[C@@](C)(CO)[C@@H]5CC[C@]43C)[C@H]12 (stereo partly drawn)
[31] c1ccc2c(CC3=NCCN3)cccc2c1
[32] Nc1ccc(C(=O)Nc2ccccc2N)cc1

screen / no.	25	26	27	28	29	30	31	32
TR SRC2 fluor cs	0%	-2%[53 µM]	-1%[53 µM]	-1%&-2%	-6%	-2%	2%	-2%
RECQ1 helicase	-7%	-2%[25.9 µM]	-12%[25.9 µM]	-5%&-2%	-14%&-9%&-10%&-3%&-2%	-5%	-12%	.
L3MBTL1 block	.	.	.	.	-11%	.	-12%	-4%
HTT ATP protect	1%&-24%	?	4%[40.3 µM]	30%&8%	9%	-7%[1.9 µM]	0%	?
Tau fluor counter	-10%	.	.	-6%&2%	-20%&-12%&-24%	-23%	-9%&-4%&-5%	.
Tau fibril FP	-5%	.	.	-6%&-2%	-3%&-5%&-2%	-1%	?	.
Tau ThT inhib	-18%	.	.	-5%&0%	?	?	-4%&-2%&3%	.
TRb SRC2 PPI	-5%	-3%[53 µM]	-5%[53 µM]	-6%&-5%	-27%	-3%	-15%	-1%

[33] Nc1nccs1
[34] CC(=O)N(C[C@@H](O)CO)c1c(I)c(C(=O)NC[C@@H](O)CO)c(I)c(C(=O)NC[C@@H](O)CO)c1I
[35] NS(=O)(=O)c1cc2c(cc1C(F)(F)F)NC(Cc1ccccc1)NS2(=O)=O (stereo not drawn)
[36] Cc1nc2c3ccccc3nc(NNC(=O)CCC(=O)N3CCN(c4ccccc4)CC3)n2n1
[37] Cc1nc2c3ccccc3nc(NNC(=O)CCC(=O)N3CCN(c4cc(Cl)ccc4C)CC3)n2n1
[38] COC(=O)c1cccnc1
[39] CC(=O)[C@@H]1CC[C@@H]2[C@@H]3C[C@H](C)C4=CC(=O)CC[C@@]4(C)[C@H]3[C@H](O)C[C@]21C
[40] C=CC(C)(O)CC/C=C(\C)CCC=C(C)C (stereo not drawn)
[41] CCCn1ncc(CN2CCCC(C(=O)c3cccc(OC(C)C)c3)C2)c1C (stereo not drawn)
[42] COc1cc2nc(N3CCN(C(=O)C4COc5ccccc5O4)CC3)nc(N)c2cc1OC (stereo not drawn)
[43] CC(=O)[C@H]1CC[C@H]2[C@@H]3C[C@H](C)C4=CC(=O)CC[C@]4(C)[C@H]3[C@@H](O)C[C@]12C

screen / no.	33	34	35	36	37	38	39	40	41	42	43
TR SRC2 fluor cs	1%&-1%	-2%[53 µM]	-4%&-2%	-3%	-24%	-1%&-1%	-1%[53 µM]	-5%[201 µM]	-1%	-5%&2%	-5%
RECQ1 helicase	-5%&-6%	-14%[25.9 µM]	-12%&15%	.	.	-8%&-1%	-3%[25.9 µM]	-3%	-12%	9%&-3%	13%
L3MBTL1 block	.	.	4%	.	.	.	.	.	49%[activator]	-2%	4%
HTT ATP protect	?	?	-34%[inhibitor]	.	.	-27%	-31%[inhibitor][17.1 µM]	-3%	2%[10 µM]	.	.
Tau fluor counter	-7%	.	-4%&-6%	-11%	-23%	-2%	.	-7%	-15%	?	-14%
Tau fibril FP	-1%	.	12%&-4%	-1%	-7%	0%	.	-4%	-9%	-13%&4%	9%
Tau ThT inhib	-10%	.	-10%&-1%	-10%	?	-10%	.	-4%	-11%	?	-4%
TRb SRC2 PPI	2%&2%	3%[53 µM]	-6%&10%	7%	5%	3%&9%	0%[53 µM]	8%[201 µM]	-4%	6%&6%	1%
